Source: PubChem BioAssay
ANO1 block: TMEM16A chloride channel inhibitors, primary screen, cell-based, HTS. Anoctamin-1 (Mus musculus), Q8BHY3. HEK293 TMEM16A/YFP iodide influx fluorescence, ionomycin. normalized B-score (activity score, 25-100; higher = stronger inhibition) at 10 µM. 310,000 compounds, 1.2% hits. AID 588511, 2011;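 active means ratio plate-corrected score three or more library SD toward inhibition, starting fluorescence score within five deviations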;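 further: score derived from kinetic fluorescence span divided by baseline fluorescence per well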
Target sequence (Q8BHY3 whole entry, looked up): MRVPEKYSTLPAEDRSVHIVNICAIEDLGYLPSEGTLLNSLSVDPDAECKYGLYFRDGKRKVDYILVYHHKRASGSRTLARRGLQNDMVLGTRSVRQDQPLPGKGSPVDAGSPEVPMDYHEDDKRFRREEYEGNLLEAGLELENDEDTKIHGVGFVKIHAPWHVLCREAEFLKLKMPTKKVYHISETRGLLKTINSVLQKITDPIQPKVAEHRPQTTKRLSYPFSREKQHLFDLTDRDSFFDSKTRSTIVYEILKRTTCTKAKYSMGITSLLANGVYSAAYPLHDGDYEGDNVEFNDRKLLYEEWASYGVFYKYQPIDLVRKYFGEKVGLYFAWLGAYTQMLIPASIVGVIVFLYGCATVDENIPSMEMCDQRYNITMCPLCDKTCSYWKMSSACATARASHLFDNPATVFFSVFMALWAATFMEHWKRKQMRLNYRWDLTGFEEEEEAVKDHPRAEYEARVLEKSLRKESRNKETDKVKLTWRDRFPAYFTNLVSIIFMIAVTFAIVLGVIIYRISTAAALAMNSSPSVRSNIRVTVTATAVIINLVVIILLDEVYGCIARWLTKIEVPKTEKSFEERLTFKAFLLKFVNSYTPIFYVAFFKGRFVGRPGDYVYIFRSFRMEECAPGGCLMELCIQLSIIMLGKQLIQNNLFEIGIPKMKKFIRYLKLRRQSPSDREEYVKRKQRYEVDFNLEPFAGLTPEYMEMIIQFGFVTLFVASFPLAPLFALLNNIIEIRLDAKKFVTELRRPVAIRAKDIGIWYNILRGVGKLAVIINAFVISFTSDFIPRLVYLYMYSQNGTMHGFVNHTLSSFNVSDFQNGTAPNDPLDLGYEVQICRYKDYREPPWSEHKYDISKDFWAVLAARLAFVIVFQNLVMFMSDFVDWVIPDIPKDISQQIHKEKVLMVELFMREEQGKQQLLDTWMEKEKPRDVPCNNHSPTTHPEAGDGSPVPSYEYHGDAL
HDAC3 inhib: HDAC3 deacetylase inhibitors, primary screen, biochemical, fluorescence, cell-free homogeneous. Histone deacetylase 3 (Homo sapiens), O15379. recombinant HDAC3, fluorogenic peptide/trypsin coupled. inhibition, % at 8.3 µM. 320,000 compounds, 0.15% hits; in the data active means inhibition above about 26%, passing the limit was not always enough; inconclusive means no clear call, values can overlap the other calls
TMEM16A act: TMEM16A chloride channel activators or potentiators, primary screen, cell-based, HTS. B-score at 10 µM. Anoctamin-1 (Mus musculus), Q8BHY3. 340,000 compounds, 0.3% hits. HEK293 TMEM16A/YFP-H148Q/I152L, iodide quench fluorescence; stronger effect = lower value;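 active means fluorescence-ratio B-score plate-corrected deviation score at least 3 library SD below zero, with starting fluorescence score within 5 deviations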;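 further: channel opened by trigger with iodide after compound preincubation; score built on the fluorescence ratio of max minus min over baseline; more negative score means more quench and so TMEM16A activation or potentiation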
KCNK3 block: human KCNK3 channel inhibitors, primary screen, CHO cells, FluxOR thallium flux, B-score. FluxOR fluorescence; stronger effect = lower value. 340,000 compounds, 0.84% hits. Potassium channel subfamily K member 3 (Homo sapiens), O14649. B-score at 10 µM;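 active means B-score under library mean minus 4 SD, starting fluorescence ratio at most library mean plus 5 SD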;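 further: more negative B-score means stronger inhibition of thallium flux through KCNK3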
An asterisk follows results filed as active; & = joins results of further samples. Not all compounds are listed, so the mix of outcomes need not match the whole.

Results for COCCn1c(O)c(/C=N/NC(=O)CSC(=S)N2CCCC2)c(=O)[nH]c1=S ?
HDAC3 inhib: 5; TMEM16A act: inactive; KCNK3 block: inactive

What do the screens show for `OCC1CO1` (stereo not given)?
HDAC3 inhib: -5; TMEM16A act: inactive; KCNK3 block: inactive

Results for COC(=O)C1=C(c2ccc(Cl)c(C(F)(F)F)c2)C[C@@H]2CC[C@H]1N2C(=O)NCC1CC1 ?
HDAC3 inhib: 2; TMEM16A act: inactive; KCNK3 block: inactive

Results for Clc1ccc(C(Cl)(Cl)Cl)c(Cl)c1 ?
HDAC3 inhib: -2; TMEM16A act: inactive; KCNK3 block: inactive

What do the screens show for `CC(=O)CCC(C)=O`?
HDAC3 inhib: 2; TMEM16A act: inactive; KCNK3 block: inactive

How did CCN(CC)C(=O)c1ccc(NC(=O)COC(=O)c2ccc(Cl)s2)cc1 do in these assays?
HDAC3 inhib: 1; TMEM16A act: inactive; KCNK3 block: inactive

What do the screens show for `CCCNC(=O)N1[C@H]2CC[C@@H]1C(C(=O)OC)=C(c1cccc(Cl)c1)C2`?
HDAC3 inhib: -3; TMEM16A act: inactive; KCNK3 block: inactive

How did COC(=O)C1=C(c2cccc(C#N)c2)C[C@@H]2CC[C@H]1N2C(=O)NCC1CC1 do in these assays?
HDAC3 inhib: 0; TMEM16A act: inactive; KCNK3 block: inactive

How did O=[N+]([O-])c1cccc(CCl)c1 do in these assays?
HDAC3 inhib: -7; TMEM16A act: inactive; KCNK3 block: inactive

How did COC(=O)C1=C(c2ccccc2OCc2ccccc2)C[C@@H]2CC[C@H]1N2C(=O)NCCOc1ccccc1 do in these assays?
HDAC3 inhib: 3; TMEM16A act: inactive; KCNK3 block: inactive

Results for COCCO[C@H]1CC[C@@]2(C)C(=CCC3C2CC[C@@]2(C)C3CC[C@]2(C)O)C1 (stereo not given in full) ?
HDAC3 inhib: 3; TMEM16A act: inactive; KCNK3 block: inactive

What do the screens show for `COC1=C(C)C(=O)O[C@]12C(=O)C(C)=C1CCCCN3[C@H]([C@@H]4C[C@H](C)C(=O)O4)CC[C@]132`?
HDAC3 inhib: -2; TMEM16A act: inactive; KCNK3 block: inactive

How did C=C(Cl)CSC(=S)N(CC)CC do in these assays?
HDAC3 inhib: -2; TMEM16A act: inactive; KCNK3 block: inactive

How did COC(=O)C1=C(c2ccccc2OCc2ccccc2)C[C@@H]2CC[C@H]1N2C(=O)NCc1ccc(F)cc1 do in these assays?
HDAC3 inhib: 8; TMEM16A act: inactive; KCNK3 block: inactive

How did Cc1cnc[nH]1 do in these assays?
HDAC3 inhib: 1; TMEM16A act: inactive; KCNK3 block: inactive

What do the screens show for `COC(=O)C1=C(c2c(C)noc2C)C[C@@H]2CC[C@H]1N2C(=O)NCCNC(C)=O`?
HDAC3 inhib: -2; TMEM16A act: inactive; KCNK3 block: inactive

What do the screens show for `COc1ccc(C(c2ccc(OC)cc2)C(Cl)(Cl)Cl)cc1`?
HDAC3 inhib: -11; TMEM16A act: inactive; KCNK3 block: inactive

Results for COC(=O)C1=C(c2cccc(OCc3ccccc3)c2)C[C@@H]2CC[C@H]1N2C(=O)NCc1cccc(F)c1 ?
HDAC3 inhib: -2; TMEM16A act: inactive; KCNK3 block: inactive

What do the screens show for `COC(=O)C1=C(c2cccc(OCc3ccccc3)c2)C[C@@H]2CC[C@H]1N2C(=O)NCCc1ccc(F)cc1`?
HDAC3 inhib: inconclusive; TMEM16A act: inactive; KCNK3 block: inactive

How did COC(=O)C1=C(c2ccc(F)cc2OCc2ccccc2)C[C@@H]2CC[C@H]1N2C(=O)NCc1cc(C)oc1C(F)(F)F do in these assays?
HDAC3 inhib: 2; TMEM16A act: inactive; KCNK3 block: inactive

How did NCCc1ccc(S(=O)(=O)F)cc1 do in these assays?
ANO1 block: inactive; HDAC3 inhib: 1; TMEM16A act: inactive; KCNK3 block: inactive

How did COC(=O)C(O)(c1c(C)[nH]c2ccccc12)C(F)(F)F (stereo not given) do in these assays?
ANO1 block: inactive; HDAC3 inhib: -2; TMEM16A act: inactive; KCNK3 block: inactive

Results for COc1cc2c(c(OC)c1OC)-c1ccc(O)c(=O)cc1[C@@H](N)CC2 ?
ANO1 block: inactive; HDAC3 inhib: 1; TMEM16A act: inactive; KCNK3 block: inactive

Results for c1ccc2nc(N3CCNCC3)ccc2c1 ?
ANO1 block: inactive; HDAC3 inhib: 5; TMEM16A act: inactive; KCNK3 block: inactive

Results for O=c1[nH]c2ccccc2o1 ?
ANO1 block: inactive; HDAC3 inhib: 1; TMEM16A act: inactive; KCNK3 block: inactive

What do the screens show for `Clc1ccc(C(c2ccc(Cl)cc2)n2cc[n+](CC(OCc3ccc(Cl)cc3Cl)c3ccc(Cl)cc3Cl)c2)cc1` (stereo not given)?
ANO1 block: inactive; HDAC3 inhib: -3; TMEM16A act: inactive; KCNK3 block: inactive

What do the screens show for `Oc1ccc2c3c1O[C@H]1c4[nH]c5ccccc5c4C[C@@]4(O)[C@@H](C2)N(CC2CC2)CC[C@]314`?
ANO1 block: inactive; HDAC3 inhib: 0; TMEM16A act: inactive; KCNK3 block: inactive

What do the screens show for `CC(N)C(=O)OC(C)(C)Cc1ccc(Cl)cc1` (stereo not given)?
ANO1 block: inactive; HDAC3 inhib: 1; TMEM16A act: inactive; KCNK3 block: inactive

What do the screens show for `Nc1ccccc1C(=O)OCCOc1ccccc1`?
ANO1 block: inactive; HDAC3 inhib: -8; TMEM16A act: inactive; KCNK3 block: inactive

What do the screens show for `CC(C)c1c(CN(C)C(C)Cc2ccccc2)n(C)n(-c2ccccc2)c1=O` (stereo not given)?
ANO1 block: inactive; HDAC3 inhib: -3; TMEM16A act: inactive; KCNK3 block: inactive

Grouped by structure, the compounds so far with a CF3 group
Results for COC(=O)C1=C(c2ccc(Cl)c(C(F)(F)F)c2)C[C@@H]2CC[C@H]1N2C(=O)NCC1CC1 ?
HDAC3 inhib: 2; TMEM16A act: inactive; KCNK3 block: inactive

How did COC(=O)C1=C(c2ccc(F)cc2OCc2ccccc2)C[C@@H]2CC[C@H]1N2C(=O)NCc1cc(C)oc1C(F)(F)F do in these assays?
HDAC3 inhib: 2; TMEM16A act: inactive; KCNK3 block: inactive

How did COC(=O)C(O)(c1c(C)[nH]c2ccccc12)C(F)(F)F (stereo not given) do in these assays?
ANO1 block: inactive; HDAC3 inhib: -2; TMEM16A act: inactive; KCNK3 block: inactive

In the list so far, two have two or more sulfur atoms:
Results for COCCn1c(O)c(/C=N/NC(=O)CSC(=S)N2CCCC2)c(=O)[nH]c1=S ?
HDAC3 inhib: 5; TMEM16A act: inactive; KCNK3 block: inactive

How did C=C(Cl)CSC(=S)N(CC)CC do in these assays?
HDAC3 inhib: -2; TMEM16A act: inactive; KCNK3 block: inactive

The listing picks up, starting three compounds before the break.
What do the screens show for `CC(N)C(=O)OC(C)(C)Cc1ccc(Cl)cc1` (stereo not given)?
ANO1 block: inactive; HDAC3 inhib: 1; TMEM16A act: inactive; KCNK3 block: inactive

What do the screens show for `Nc1ccccc1C(=O)OCCOc1ccccc1`?
ANO1 block: inactive; HDAC3 inhib: -8; TMEM16A act: inactive; KCNK3 block: inactive

What do the screens show for `CC(C)c1c(CN(C)C(C)Cc2ccccc2)n(C)n(-c2ccccc2)c1=O` (stereo not given)?
ANO1 block: inactive; HDAC3 inhib: -3; TMEM16A act: inactive; KCNK3 block: inactive

How did CCCN1CCO[C@@H]2c3cc(O)ccc3OC[C@H]21 do in these assays?
ANO1 block: inactive; HDAC3 inhib: -1; TMEM16A act: inactive; KCNK3 block: inactive

How did NC(=O)c1ccc(OCCC(O)N2CC=C(c3ccc(F)cc3)CC2)cc1 (stereo not given) do in these assays?
ANO1 block: inactive; HDAC3 inhib: 1; TMEM16A act: inactive; KCNK3 block: inactive

What do the screens show for `N#CC(C#N)=Cc1ccc(-c2ccccc2F)o1`?
ANO1 block: inactive; HDAC3 inhib: 4; TMEM16A act: inactive; KCNK3 block: inactive

How did OCCOCCO do in these assays?
ANO1 block: inactive; HDAC3 inhib: 0; TMEM16A act: inactive; KCNK3 block: inactive

How did CC(C)NP(=O)(NC(C)C)OP(=O)(NC(C)C)NC(C)C do in these assays?
ANO1 block: inactive; HDAC3 inhib: -9; TMEM16A act: inactive; KCNK3 block: inactive

What do the screens show for `OCCOc1ccccc1`?
ANO1 block: inactive; HDAC3 inhib: -2; TMEM16A act: inactive; KCNK3 block: inactive

Results for COc1cc(OC)cc(-n2nc(C(=O)N3CCC4(CC3)OCCO4)c3ccccc3c2=O)c1 ?
ANO1 block: inactive; HDAC3 inhib: -1; TMEM16A act: inactive; KCNK3 block: inactive

Results for C=C[C@H]1CN2CC[C@H]1C[C@@H]2[C@@H](O)c1ccnc2ccccc12 ?
ANO1 block: inactive; HDAC3 inhib: 5; TMEM16A act: inactive; KCNK3 block: inactive

Results for C=C[C@@]12CN(C)[C@H]3[C@H]1[C@@]1(C(=O)Nc4ccccc41)C1CC2[C@@H]3CO1 ?
ANO1 block: inactive; HDAC3 inhib: 2; TMEM16A act: inactive; KCNK3 block: inactive

How did CCOC(=O)c1c(N)n(Cc2ccco2)c2nc3ccccc3nc12 do in these assays?
ANO1 block: inactive; HDAC3 inhib: -88; TMEM16A act: inactive; KCNK3 block: inactive

What do the screens show for `COc1cc(CCN)ccc1O`?
ANO1 block: inactive; HDAC3 inhib: 3; TMEM16A act: inactive; KCNK3 block: inactive

What do the screens show for `CCn1c(O)c(C(=O)CC2NCCc3ccccc32)c(=O)n(CC)c1=S` (stereo not given)?
ANO1 block: inactive; HDAC3 inhib: 1; TMEM16A act: inactive; KCNK3 block: inactive

How did C[C@H]1CCC/C=C/[C@@H]2C[C@H](O)C[C@H]2[C@H](O)/C=C/C(=O)O1 do in these assays?
ANO1 block: inactive; HDAC3 inhib: -5&-5; TMEM16A act: inactive; KCNK3 block: inactive

How did O=C(Cn1c(=S)[nH]c2ccccc2c1=O)N1CCC2(CC1)OCCO2 do in these assays?
ANO1 block: inactive; HDAC3 inhib: -1; TMEM16A act: inactive; KCNK3 block: inactive

How did O=C(CCS(=O)(=O)c1ccc(Br)cc1)N1CCC2(CC1)OCCO2 do in these assays?
ANO1 block: inactive; HDAC3 inhib: 0; TMEM16A act: inactive; KCNK3 block: inactive

Results for C[N+]1([O-])[C@@H]2CC(OC(=O)[C@H](CO)c3ccccc3)C[C@H]1[C@@H]1O[C@@H]12 (stereo not given in full) ?
ANO1 block: inactive; HDAC3 inhib: -3; TMEM16A act: inactive; KCNK3 block: inactive

What do the screens show for `CN1CCc2cc3c(cc2[C@H]1[C@@H]1OC(=O)c2c1ccc1c2OCO1)OCO3`?
ANO1 block: inactive; HDAC3 inhib: 17; TMEM16A act: inactive; KCNK3 block: inactive

Results for C[C@H]1C(=O)O[C@@H]2CCN3CC=C(COC(=O)[C@](C)(O)[C@]1(C)O)[C@H]23 ?
ANO1 block: inactive; HDAC3 inhib: -7; TMEM16A act: inactive; KCNK3 block: inactive

Results for CC(C)C[C@H]1C(=O)N2CCC[C@H]2[C@]2(O)O[C@](NC(=O)[C@@H]3C=C4c5cccc6[nH]cc(c56)C[C@H]4N(C)C3)(C(C)C)C(=O)N12 ?
ANO1 block: inactive; HDAC3 inhib: -9; TMEM16A act: inactive; KCNK3 block: inactive

How did O=C1NCCN2CCCC12 (stereo not given) do in these assays?
ANO1 block: inactive; HDAC3 inhib: -6; TMEM16A act: inactive; KCNK3 block: inactive

Results for Cc1ccc(/C=C2\C(=O)NC(=S)N(c3ccccc3F)C2=O)s1 ?
ANO1 block: inactive; HDAC3 inhib: 9; TMEM16A act: inactive; KCNK3 block: inactive

How did CC(C)C[C@H](NP(=O)(O)O[C@@H]1O[C@@H](C)[C@H](O)[C@@H](O)[C@H]1O)C(=O)N[C@@H](Cc1c[nH]c2ccccc12)C(=O)O do in these assays?
ANO1 block: inactive; HDAC3 inhib: -1; TMEM16A act: inactive; KCNK3 block: inactive

How did CC1=NCCc2c1[nH]c1cc(O)ccc21 do in these assays?
ANO1 block: inactive; HDAC3 inhib: -67; TMEM16A act: inactive; KCNK3 block: inactive

What do the screens show for `Clc1ccc(CCC(Cn2ccnc2)Sc2c(Cl)cccc2Cl)cc1` (stereo not given)?
ANO1 block: inactive; HDAC3 inhib: 4; TMEM16A act: inactive; KCNK3 block: -14*

What do the screens show for `C/C=C1/C[C@@H](C)[C@](O)(CO)C(=O)OCC2=CCN3CC[C@@H](OC1=O)[C@@H]23`?
ANO1 block: inactive; HDAC3 inhib: 2; TMEM16A act: inactive; KCNK3 block: inactive
